Assay outcomes as filed in PubChem BioAssay.
TGFb SMAD3 inh: qHTS for Inhibitors of TGF-b; HepG2 CAGA-GFP TGF-b/SMAD3 reporter, GFP fluorescence, 18 h; TGF-beta stimulated, 500 pg/mL final; Potency, µM (top dose mostly 46.1 µM), for the others: at the highest dose activity, negative = inhibition, hits mostly inhibitors; 410,000 tested, 1.2% active; AID 588855, 2011; note: potency is the fitted concentration of half-maximal effect; % is set by controls: 0 for no effect and ±100 for the full control effect; nearly all actives have a fitted effect of over 65% in size
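Inhibition was scored as loss of TGF-beta-induced (500 pg/mL final, 18 hours, 37 degrees C) GFP in HEPG2 cells carrying a CAGA-GFP reporter, in DMEM with 1% FBS. Well GFP was summed per cell; Activity was normalised to unstimulated and stimulated DMSO wells, then concentration-response fitting.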
Nrf2 ARE act: qHTS of Nrf2 Activators | AREc32 ARE-luciferase reporter (MCF7-derived line), luminescence, 24 h | Potency, µM (doses to about 46.1 µM), without a hit: top-dose activation, usual class: activators | 410,000 tested, 0.31% active; note: potency is the fitted concentration of half-maximal effect; % of control where 0% means no effect; nearly all actives have a fitted effect of over 65% in size
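Quantitative high-throughput format: AREc32 reporter cells, 1000 per well, received compound by pin transfer and were incubated 24 hr at 37 deg C, 5% CO2, before Steady-Glo luminescence detection.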
IL2 activator: qHTS of IL-2 Activators. IL-2 activation reporter assay, cell-based qHTS; stimulated with anti-CD3/CD4/CD28 beads; in transgenic mouse T cells. activation, % (series mostly up to about 46 µM). 360,000 tested, 0.065% active. AID 652025, 2013; in the data active = activation above about 50%; inconclusive = mostly about 30% to 49%; note: 0% is about no effect
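Readout: EGFP and DsRed signals by fluorescent plate cytometry. Unstimulated transgenic mouse T cells received compound 60 min before antibody-bead stimulation, then incubated 18 h at 37 degrees C.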
HepG2 tox: qHTS for Inhibitors of TGF-b: Cytotox Counterscreen; HepG2 CAGA-GFP viability, ATP luminescence, 18 h; Potency, µM (titrated, usually from 46.1 µM), without a hit: top-dose activity change, negative = cytotoxicity, actives largely listed as cytotoxic; 410,000 tested, 0.76% active; AID 588856, 2011; note: potency is the fitted concentration of half-maximal effect; some results filed as inactive show a strong effect at the top dose
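HepG2 CAGA-GFP cells (1000/well, DMEM with 1% FBS) received compound, then TGF-beta at 500 pg/mL final, and were incubated 18 hours at 37 degrees C. Viability was read by CellTiter-Glo luminescence. Media-only wells were set as complete cell-killing and DMSO as no toxicity.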
ATXN viability: Viability Counterscreen for Primary qHTS for Inhibitors of ATXN expression. S2 cells (HEK-293 line with an ATXN2-luciferase reporter) viability, CellTiter-Fluor protease fluorescence, 24 h. Potency, µM (top dose mostly 56.7 µM), actives largely listed as cytotoxic. 400,000 tested, 0.49% active. AID 651635, 2014; note: potency is the fitted concentration of half-maximal effect; nearly all actives have a fitted effect of over 40% in size
ATXN2 expr inh: Primary qHTS for Inhibitors of ATXN expression; Potency, µM (highest dose often 57 µM), without a hit: at the highest dose activity change, negative = inhibition, hits mostly inhibitors; 360,000 tested, 0.72% active; HEK-293 ATXN2-luciferase reporter, luminescence, 24 h; note: potency is the fitted concentration of half-maximal effect; % is set by controls: 0 for no effect and ±100 for the full control effect; nearly all actives have a fitted effect of over 55% in size
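qHTS (up to 57 uM final) was run with 24 h compound exposure of reporter cells at 37 °C. Each well was multiplexed: SteadyGlo luminescence measured ATXN2-luciferase expression after a fluorogenic Gly-Phe-AFC viability readout (25 uM final).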
EPAC2 ag: qHTS for Agonist of cAMP-regulated guanine nucleotide exchange factor 4 (EPAC2): primary screen | AID 720711, 2013 | Potency, µM (series often up to 154 µM), for the others: at the highest dose activation, most hits filed as activators | Rap guanine nucleotide exchange factor 4 (Homo sapiens), Q8WZA2 | EPAC2 activation, biochemical qHTS; response scale: 100% = 6.5 mM cAMP response | 360,000 tested, 0.079% active; note: potency is the fitted concentration of half-maximal effect; nearly all actives have a fitted effect of over 50% in size
Target sequence (Q8WZA2 whole entry, looked up): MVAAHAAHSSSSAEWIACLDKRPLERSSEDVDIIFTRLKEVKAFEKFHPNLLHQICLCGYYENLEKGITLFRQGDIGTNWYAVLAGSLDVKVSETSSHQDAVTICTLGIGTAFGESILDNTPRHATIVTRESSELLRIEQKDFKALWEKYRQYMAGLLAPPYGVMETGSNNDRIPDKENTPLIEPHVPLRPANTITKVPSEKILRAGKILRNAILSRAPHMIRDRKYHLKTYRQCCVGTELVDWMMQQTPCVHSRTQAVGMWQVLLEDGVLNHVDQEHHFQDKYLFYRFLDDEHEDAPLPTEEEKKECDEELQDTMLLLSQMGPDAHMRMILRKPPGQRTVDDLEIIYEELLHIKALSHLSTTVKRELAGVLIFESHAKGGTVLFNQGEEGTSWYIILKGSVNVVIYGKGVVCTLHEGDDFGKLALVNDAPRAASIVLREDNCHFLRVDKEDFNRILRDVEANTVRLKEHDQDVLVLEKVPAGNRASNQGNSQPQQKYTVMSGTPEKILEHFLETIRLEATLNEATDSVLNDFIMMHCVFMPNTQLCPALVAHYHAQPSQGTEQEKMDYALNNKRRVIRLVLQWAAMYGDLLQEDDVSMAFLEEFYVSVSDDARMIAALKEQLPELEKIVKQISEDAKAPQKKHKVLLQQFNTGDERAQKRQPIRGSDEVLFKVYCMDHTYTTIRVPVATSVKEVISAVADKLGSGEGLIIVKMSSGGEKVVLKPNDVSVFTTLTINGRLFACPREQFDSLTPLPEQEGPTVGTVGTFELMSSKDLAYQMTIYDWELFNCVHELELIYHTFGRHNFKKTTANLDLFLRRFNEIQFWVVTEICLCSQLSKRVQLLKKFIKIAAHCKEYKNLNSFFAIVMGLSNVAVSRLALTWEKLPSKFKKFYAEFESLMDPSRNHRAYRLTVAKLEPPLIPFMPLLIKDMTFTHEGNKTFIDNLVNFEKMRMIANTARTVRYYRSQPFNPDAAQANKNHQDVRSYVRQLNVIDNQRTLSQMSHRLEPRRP
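Setup: EPAC2 100 nM, labeled Rap1B complex 250 nM, free GDP 50 uM. Compound titrations pinned in, brief spin, 5 min room temperature incubation. Kinetic fluorescence read over 30 min, normalized to 6.5 mM cAMP.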
A549 tox: Nrf2 qHTS screen for inhibitors: counterscreen for cytotoxicity; A549 ARE-Fluc cells, CellTiter-Fluor viability, 18-24 h; Potency, µM (top dose mostly 46 µM), for the others: at the top dose activity change, negative = cytotoxicity, most hits filed as inhibitors; 390,000 tested, 0.16% active; AID 504648, 2011; note: potency is the fitted concentration of half-maximal effect; % is set by controls: 0 for no effect and ±100 for the full control effect
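A549 ARE_Fluc cells in 5% FBS OPTI-MEM were exposed to compounds in concentration-response for 18-24 h at 37 deg C. Viability was read by CellTiter-Fluor fluorescence (Ex 405/Em 525) after 30 min, before the luciferase read.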
Nrf2 block: Nrf2 qHTS screen for inhibitors; A549 ARE-Fluc reporter, luciferase luminescence, 18-24 h; Potency, µM (doses to about 46 µM), inactives show at the highest dose activity change, negative = inhibition, usual class: inhibitors; 360,000 tested, 2.1% active; AID 504444, 2011; note: potency is the fitted concentration of half-maximal effect; % is set by controls: 0 for no effect and ±100 for the full control effect; nearly all actives have a fitted effect of over 60% in size
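Quantitative HTS in A549 cells stably bearing an antioxidant response element-firefly luciferase construct. Inhibition of Nrf2-driven transcription was scored by luminescence after 18-24 h of compound exposure at 37 °C.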
Starred values were filed as active, the others as inactive; i = inactive; ? = inconclusive; nt = not tested or not shown; [ ] = dose if it differs, or a comment. Unless noted, calls come from the whole dose curve; as a rule, active = well fitted curve in the direction sought with a large enough effect; inconclusive = small, poorly fitted or top-dose-only effect, or another doubt; inactive = no such curve, though single readings can be large; an effect the other way counts as inactive or inconclusive. Hits appear at their usual frequency; any-hit rate near 4.3%.

SMILES	TGFb SMAD3 inh	Nrf2 ARE act	IL2 activator	HepG2 tox	ATXN viability	ATXN2 expr inh	EPAC2 ag	A549 tox	Nrf2 block
COCCN(CCOC)S(=O)(=O)NC[C@H]1O[C@@H](n2cnc3c(N)ncnc32)[C@H](O)[C@@H]1O	15%	-1.2%	-0.4	-28%	i	-9%	13%	6%	4%
O=C(NC(=S)NNC(=O)c1ccccc1O)c1cccc([N+](=O)[O-])c1	4%	0.1%	-0.1	4%	i	-10%	8%	0%	1%
COC(=O)c1ccccc1NC(=O)c1ccnn1C	5%	-0.7%	2.5	11%	i	-34%	7%	8%	-22%
COc1cccc(CNC(=O)CCC2CCCN(Cc3ccc(OC(F)F)cc3)C2)c1 (configuration not stated)	-7%	0.8%	-0.5	-29%	i	-32%	4%	-1%	-24%
O=C(Nc1c2c(nn1-c1ccc(Cl)cc1)CS(=O)(=O)C2)c1cccc(F)c1	-13%	-0.9%	nt	-34%	i	-9%	nt	-2%	nt
COc1ccc(-c2nnn(CC(=O)N3CCOCC3)n2)cc1	-10%	-0.1%	-3.7	4%	i	13%	8%	-3%	3%
Cc1cccc(C=Nc2ccccc2C(N)=O)c1	30%	4.5%	-3.1	-16%	i	11%	3%	-20%	9%
CC(=O)c1c(C)n(-c2cccc(Cl)c2)c2ccc(O)cc12	0%	2.2%	1.0	-15%	i	-21%	2%	2%	6%
COc1ccc(CNC(=O)C2CC(=O)N(C3CCCC3)C2)cc1 (configuration not stated)	-10%	0.6%	-2.2	12%	i	12%	5%	2%	7%
O=C(Nc1ccccc1N1CCN(C(=O)c2ccccc2)CC1)c1ccc([N+](=O)[O-])o1	11µM*	?	0.8	-198%	i	-27%	1%	-3%	-3%
CC(C)CCOc1ccc(C(=O)N2CCN(c3ncccn3)CC2)cc1	-30%	-0.4%	-1.5	-31%	i	-15%	-5%	3%	?
Cc1cc(C)c(NC(=O)CSc2nccn2Cc2ccco2)c(C)c1	-18%	3.0%	nt	-15%	nt	nt	nt	3%	nt
C=C(C)CSc1nnc2n(C)c(=O)c3c4c(sc3n12)CCC4	0%	0.2%	-0.5	-17%	i	11%	-1%	4%	11%
CCCc1c(C(=O)N/N=C/c2ccc(OC)c(OCc3ccccc3)c2)nnn1-c1nonc1N	-13%	0.3%	-3.1	5%	i	-13%	17%	-7%	?
CCOC(=O)Cn1c(=O)oc2cc(S(=O)(=O)NCc3ccc(F)cc3)ccc21	?	1.5%	nt	-12%	nt	nt	nt	-7%	12%
CN(NS(=O)(=O)c1ccc(Cl)cc1)c1nc(C(F)(F)F)nc2ccccc12	2%	-1.1%	0.7	-19%	i	-5%	2%	-3%	-1%
Cc1cc(C)c(C)c(S(=O)(=O)NCc2ccc(C(=O)N3CCCC3)cc2)c1C	-12%	2.3%	0.8	2%	?	-35%	-10%	-23%	-23%
Nc1nc2nccc(-c3ccc(Cl)cc3)n2n1	-6%	2.5%	1.9	-4%	i	-4%	-5%	0%	nt
N#Cc1c2c(c(-c3ccco3)[nH]c1=O)CCCC2	3%	5.0%	-1.8	4%	i	-3%	5%	-5%	10%
COc1ccc(CC(=O)N2CCc3cc(OC)c(OC)cc3C2COc2ccc(F)cc2)cc1 (configuration not stated)	-25%	6.0%	nt	-33%	i	-18%	nt	-11%	nt
C=CCSc1nnc(CC(OC)OC)n1-c1ccccc1	11%	-0.6%	-2.5	-3%	i	-7%	1%	0%	-7%
Cc1cc(C)c2c(CN3CCN(Cc4ccccc4)CC3)cc(=O)oc2c1C	-25%	3.1%	1.7	-45%	i	nt	9%	0%	2%
COc1cc(/C=C2\SC(=O)N(CC(=O)Nc3cccc(C)c3)C2=O)cc([N+](=O)[O-])c1O	-3%	0.0%	-3.6	-12%	?	-32%	-15%	?	?
CCn1c(SCc2cccc(C(=O)O)c2)nnc1-c1ccc(Cl)cc1	11%	-1.1%	0.5	4%	?	-37%	11%	-3%	-13%
CCOc1ccc(-c2csc(NC(=O)CSC3=NC(=O)CN3C(C)=O)n2)c2ccccc12	-4%	-0.3%	1.3	8%	i	-19%	10%	0%	-7%
COc1ccc(CCNC(=O)COC(=O)c2cc3ccccc3oc2=O)cc1OC	4%	-0.6%	4.2	-9%	i	nt	-3%	-6%	3%
O=c1[nH]c(=S)[nH]cc1Oc1ccc(Cl)cc1	6%	0.3%	-3.7	3%	i	14%	1%	-2%	8%
CCOc1cc(/C=N/NC(=O)CSc2nncn2C)ccc1OCc1cccc(C)c1	-12%	3.1%	-1.7	-14%	i	-3%	11%	-5%	-12%
O=C(Nc1cccc(S(=O)(=O)NC2=NCCC2)c1)c1cnc(Cl)c(Cl)c1	-30%	13%	0.7	-14%	i	-4%	0%	-2%	5%
COC(=O)[C@]12CCCCC=C1N(CCC1=CCCCC1)C(=O)[C@H](CC(=O)N1CCCC1)C2	nt	0.3%	0.3	nt	?	-9%	5%	nt	nt
C/C(CC1(O)C(=O)N(C)c2ccccc21)=N\O (configuration not stated)	28%	-0.2%	-1.7	4%	i	-4%	7%	0%	?
O=C(CC1NCCN(Cc2ccccc2)C1=O)Nc1ccccc1 (configuration not stated)	-4%	-0.5%	0.2	2%	i	nt	11%	36%	4%
O=C(NNC(=O)c1cc(OCC(F)(F)F)ccc1OCC(F)(F)F)c1cccc(C(F)(F)F)c1	?	?	1.4	-17%	i	-14%	9%	-1%	nt
COc1ccc(N2CCN(C(=O)CSc3ccc(C)cc3)CC2)cc1	0%	0.1%	-0.6	-20%	i	-11%	-4%	16%	-18%
OCCOCCOc1ccccc1OCCOCCO	4%	0.1%	0.1	-2%	i	0%[11.3 µM]	10%	3%	?
O=C(O)c1ccc2c(c1)C(=O)N(Cc1ccc3c(c1)OCO3)C2=O	0%	-1.0%	0.2	-21%	nt	nt	9%	-9%	-16%
CC(=O)OCCOc1nc(NC(C)C)nc(NC(C)C)n1	-17%	0.2%	-1.1	-16%	i	-2%	2%	-1%	18%
Cc1ccc(C)c(NC(=O)C2CCN(S(=O)(=O)c3ccc4c(c3)NC(=O)CO4)CC2)c1	-23%	-0.1%	-2.7	-15%	i	-4%	-5%	-2%	14%
COc1ccc(NS(=O)(=O)c2cccc3cccnc23)cc1OC	0%	-0.3%	-0.3	-8%	i	7%	2%	-2%	?
CCCCNC(=O)OCCNC(=O)NC	-1%	0.1%	-3.1	7%	i	9%	-9%	-2%	?
COc1ccc(S(=O)(=O)N(CC(=O)NC2CC2)c2ccc(C)cc2)cc1	12%	0.3%	-1.3	8%	i	1%[11.3 µM]	-2%	4%	1%
O=C(NNC(=O)c1ccccc1-n1cccc1)c1ccc(Cl)cc1	23%	0.0%	-2.4	3%	i	-7%	4%	3%	nt
COC(=O)c1ccccc1NC(=O)CN(C)Cc1ccccc1	0%	2.2%	-1.6	-1%	i	-6%	3%	0%	?
CCOC(=O)c1ccc(-c2ccc(C3Nc4ccccc4C(=O)N3O)o2)cc1 (configuration not stated)	?	0.7%	-0.9	-15%	i	-32%	4%	-1%	5%
N#Cc1ccccc1Cn1cc(/C=N/Nc2ccc([N+](=O)[O-])cn2)c2ccccc21	6%	-0.7%	74*	-82%	nt	-27%	17%	?	?
CCOC(=O)C1CCCN(Cc2cccc(Oc3ccccc3)c2)C1 (configuration not stated)	-12%	2.1%	0.3	16%	i	24%	12%	0%	?
O=C(Nc1ccc(Br)cc1F)C1CCN(c2nnc(-n3cccc3)s2)CC1	3%	0.6%	-2.2	-20%	i	-10%	3%	-11%	-12%
CCCc1sc(N)nc1-c1ccc(C)cc1	-5%	-0.3%	-2.5	-12%	i	-14%	0%	2%	-12%
COc1ccc(OC)c(N/C=C/C(=C(C#N)C#N)N(C)C)c1	-1%	7.1%	1.2	2%	?	-2%	3%	-17%	24%
Nc1ccc(C(=O)N/N=C/c2sc(N3CCOCC3)nc2-c2ccccc2)cc1	5%	0.5%	-0.8	0%	i	7%	-1%	-15%	-27%
O=C(Nc1ccc(OC(F)(F)F)cc1)N1CCN(c2ccnc3cc(Cl)ccc23)CC1	?	-0.4%	-3.8	-22%	?	?	-3%	?	4.6µM*
N#CC1=C(SCC(=O)NC2CC2)NC(=O)C(C#N)C12CCCCC2 (configuration not stated)	0%	-0.3%	-1.6	0%	i	2%	-8%	0%[1.84 µM]	-10%
Cc1ccc(C)c2sc(NC(=O)CN3C(=O)CCC3=O)nc12	-12%	2.1%	-2.5	-17%	i	-5%	10%	11%	-10%
O=C(/C=C/c1cccc(F)c1)Nc1nccs1	-1%	10µM*	0.6	-3%	i	42%	7%	1%	?
COc1ccc(CN(C2CCCC2)S(=O)(=O)c2ccc(-n3cnnn3)cc2)cc1	-3%	5.5%	-1.7	-12%	i	-15%	11%	8%	-28%
CC1CC(C)CN(S(=O)(=O)c2ccc(C(=O)Nc3sccc3C(N)=O)cc2)C1 (configuration not stated)	?	-0.8%	-2.7	-92%	?	?	-11%	-11%	?

Sorted by the number under Nrf2 block (rising): 3 from the list above.
| smiles | Nrf2 block |
| --- | --- |
| COc1ccc(CN(C2CCCC2)S(=O)(=O)c2ccc(-n3cnnn3)cc2)cc1 | -28% |
| CCCc1sc(N)nc1-c1ccc(C)cc1 | -12% |
| Cc1ccc(C)c2sc(NC(=O)CN3C(=O)CCC3=O)nc12 | -10% |
